# Compound activity from PubChem.
# ELG1 genotoxic: inducers of genotoxicity in HEK293T ELG1-luciferase cells; AID 504466; Potency, µM (titrated, usually from 46 µM), inactives show at the top dose activity change, positive = activation, actives largely listed as activators; hit rate 1.3% among 330,000; HEK293T ELG1-luciferase reporter, luminescence, 16 h; note: % of control where 0% means no effect; nearly all actives have a fitted effect of over 60% in size
#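 16 hr compound incubation (37 °C, 5% CO2) of HEK293T cells carrying luciferase-tagged ELG1; luciferase then measured by ONE-Glo luminescence after 30 min at RT.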
# Rab9 promoter act: activates the Rab9 promoter; Huh7 Rab9 promoter-luciferase reporter, luminescence, 24 h; Potency, µM (doses to about 9.22 µM), inactives show at the top dose activation, negative = inhibition, actives largely listed as activators; hit rate 2.8% among 320,000; AID 485297; note: % of control where 0% means no effect; nearly all actives have a fitted effect of over 60% in size
#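 Stable Rab9-luc Huh7, 1500 cells/well, 2 h settle; cmpd in DMSO, 24 h, 37 °C/5% CO2; luciferase reagent 10 min RT; luminescence.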
# FLuc counter: firefly luciferase modulation, counter-screen for miR-21 project; P08659; purified FLuc, Km substrates, luminescence inhibition; Potency, µM (top dose mostly 57.5 µM), inactives show at the highest dose activity change, negative = inhibition, usual class: inhibitors; hit rate 6.9% among 360,000;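 note: plate controls were vehicle for no effect and reference inhibitor for full effect; nearly all actives have a fitted effect of over 55% in size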
#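 Purified P. pyralis luciferase (10nM final) with 10uM D-luciferin and 10uM ATP (Km levels) in 50mM Tris acetate pH 7.5, 10mM Mg acetate, 0.01% Tween-20, 0.05% BSA; qHTS 6-point titration, ~60 µM downward; luminescence read.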
# Gal4-VP16 FLuc: Gal4-VP16 reporter inhibition counter-screen; Potency, µM (doses to about 53.6 µM), without a hit: at the highest dose activity, negative = inhibition, most hits filed as inhibitors; Drosophila S2 Gal4-VP16 UAS-luciferase, luminescence, 20 h; AID 2546; hit rate 3.5% among 310,000;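 note: Gal4-VP16 expression switched on by copper sulfate through the metallothionein promoter; % is set by controls: 0 for no effect and ±100 for the full control effect; nearly all actives have a fitted effect of over 50% in size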
# RORg inh: ROR gamma (mouse) transcription inhibition; hit rate 5.4% among 310,000; P51450; Drosophila S2 Gal4-RORgamma UAS-luciferase reporter, 20 h; Potency, µM (highest dose often 53.6 µM), for inactives: top-dose activity change, negative = inhibition, actives largely listed as inhibitors; AID 2551; note: % is set by controls: 0 for no effect and ±100 for the full control effect; nearly all actives have a fitted effect of over 60% in size
#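 Stable Schneider cell line, Gal4 DNA-binding domain fused to ROR gamma, UAS-luciferase. Cmpd 1 hr RT → CuSO4 700 uM final → 20 hr RT → luciferase reagent 10 min → luminescence.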
# BRCA1 expr act: BRCA1 expression activation | AID 624202 | Potency, µM (doses to about 46.1 µM), inactives show at the top dose activation, hits mostly activators | MCF7-BRCA1-FFLuc reporter, luminescence, 48 h; response scale: scaled: vehicle 0%, 10 µM genistein 100% | hit rate 1.1% among 380,000; note: nearly all actives have a fitted effect of over 80% in size; some results filed as inactive show a strong effect at the top dose
#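 48 h compound treatment of MCF7-BRCA1-FFLuc cells (phenol-red free MEM, 37 °C), then 15 min with luciferase substrate and luminescence imaging.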
# uPA surface inh: cell surface uPA generation inhibition. cell surface uPA generation assay, qHTS. Potency, µM (highest dose often 38.3 µM), for inactives: at the highest dose activity change, negative = inhibition, usual class: inhibitors. AID 540303. hit rate 0.31% among 330,000; active = well fitted inhibition curve with a large enough effect; inconclusive = small, poorly fitted or top-dose-only effect; inactive = no such curve, though single readings can be large or run the other way; tested in mouse RAW 264.7 cells; note: % is set by controls: 0 for no effect and ±100 for the full control effect; nearly all actives have a fitted effect of over 55% in size
# MBNL1-CUG inh: blocks human MBNL1 binding to CUG repeat RNA | Potency, µM (doses to about 57.5 µM), inactives show top-dose activity change, negative = inhibition, most hits filed as inhibitors | hit rate 0.036% among 280,000 | AID 2675 | TR-FRET MBNL1-His/biotin-(CUG)12 binding, 665/545 ratio; active = well fitted inhibition curve with a large enough effect in the signal ratio, with a control signal flat, not every such curve was filed as active; inconclusive = small, poorly fitted or top-dose-only effect, or effect the other way, or a change in a side signal; inactive = no such curve, though single readings can be large or run the other way; the % refers to the signal ratio; note: % is set by controls: 0 for no effect and ±100 for the full control effect
#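 His-tagged MBNL1 binding to biotinylated (CUG)12 RNA was measured by TR-FRET using terbium anti-His antibody (0.055 ng/ul final) and streptavidin-XL665 (5 nM final). Compounds were titrated 92 nM to 58 uM; 60 min at room temperature.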
# NPC1 prom act: activators of NPC1 promoter; hit rate 2.4% among 320,000; AID 485313; Potency, µM (top dose mostly 9.22 µM), without a hit: at the top dose activation, most hits filed as activators; Huh7 NPC1 promoter luciferase reporter, 24 h;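 note: % of control where 0% means no effect; nearly all actives have a fitted effect of over 60% in size; reporter is driven by a mutant NPC1 promoter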
#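 Luminescence from an NPC1 promoter-driven luciferase reporter in stably transfected Huh7 cells was measured after 24 h compound treatment at 37 °C, followed by 10 min ambient incubation with luciferase detection reagent.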
# p53 reactivator: restores transcriptional activity of mutant p53 | AID 504706 | hit rate 0.063% among 320,000 | Potency, µM (titrated, usually from 92.2 µM), without a hit: top-dose activity change, positive = activation, usual class: activators | H1299 p53-A138V BP100-luciferase reporter, luminescence, 24 h; note: % of control where 0% means no effect; nearly all actives have a fitted effect of over 45% in size
#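 H1299 (p53-null), stable ts p53-A138V + BP100-Luc; 1000 cells/well, Opti-MEM/10% FBS; cpd 4 pt, 1:5; 24 h, 37 deg C, 5% CO2; detection reagent 10 min RT; luminescence.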
# CXXC DNA block: blocks binding of human MLL CXXC domain to DNA; hit rate 0.037% among 290,000; AID 2662; Potency, µM (doses to about 115 µM), without a hit: at the top dose activity change, negative = inhibition, usual class: inhibitors; MLL-CXXC / FITC-HOXA9 DNA fluorescence polarization; active = well fitted inhibition curve with a large enough effect in the polarisation, with a control signal flat, not every such curve was filed as active; inconclusive = small, poorly fitted or top-dose-only effect, or effect the other way, or a change in a side signal; inactive = no such curve, though single readings can be large or run the other way; the % refers to the polarisation
#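 Fluorescence polarization: 7 uM MLL-CXXC (stock) preincubated 5 min with compounds, then 50 nM fluorescein-HOX-A9 DNA (stock) added; 30 min ambient. Buffer 50 mM Tris-HCl pH 7.5, 50 mM NaCl, 1 mM DTT, 0.05% BSA.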
# The depositor's hits bear a star; ? = inconclusive; . = no result given; [ ] = another dose, or the depositor's remark. Unless noted, calls come from the whole dose curve; as a rule, active = well fitted curve in the direction sought with a large enough effect; inconclusive = small, poorly fitted or top-dose-only effect, or another doubt; inactive = no such curve, though single readings can be large; an effect the other way counts as inactive or inconclusive. Potency is the fitted concentration of half-maximal effect.
SMILES,ELG1 genotoxic,Rab9 promoter act,FLuc counter,Gal4-VP16 FLuc,RORg inh,BRCA1 expr act,uPA surface inh,MBNL1-CUG inh,NPC1 prom act,p53 reactivator,CXXC DNA block
C/C(=N\Nc1ncc(Cl)cc1Cl)c1cccs1,5.2µM*,1.3µM*,9.5µM*,?,10µM*,.,.,9%,1.8µM*,0%,0%
COc1ccc(C/C(N)=N/OC(=O)c2ccco2)cc1OC,2%,-8%,0%,-11%,8%,19%,-6%,-11%,-5%,12%,-3%
CC(=O)c1sc(NC(=O)c2ccccc2F)nc1-c1ccccc1,-17%,1.8µM*,12µM*,-15%,39%,2µM*,-6%,.,2.2µM*,5%,3%
O=C(Nc1ccccc1)N1CCC(C(=O)N2CCCC(C(F)(F)F)C2)CC1 (stereo not given),-1%,-2%,2%,-4%,11%,-3%,-32%,-2%,3%,-4%,5%
CCc1cccc(C)c1NC(=S)N1CCCC1C(=O)O (stereo not given),0%,0%,1%,-1%,3%,6%,7%,-8%,0%,-11%,-4%
CCCCC1(C(=O)OCC)NC(c2ccc(O)cc2)C2C(=O)N(c3ccccc3)C(=O)C21 (stereo not given),-2%,0%,0%,-1%,-1%,-7%,-2%,-1%,-2%,11%,-3%
CCN1CCN(C(=O)c2cc(S(=O)(=O)Nc3ccc(S(C)(=O)=O)cc3)ccc2Cl)CC1,-2%,-5%,0%,2%,18%,0%,-10%,10%,-1%,10%,1%
O=C(Nc1ccc2c(c1)OCCO2)C1CCN(S(=O)(=O)c2ccc3c(c2)OCCO3)CC1,-3%,0%,?,19%,?,12%,4%,0%,1%,6%,0%
CCOc1ccc(NC(=O)/C(C=Nc2ccccc2)=C(\C)O)cc1,-9%,3%,12µM*,-8%,7%,-8%,.,-1%,-2%,1%,-1%
COc1ccc(-c2cc(C(=O)N3CCCC(C(F)(F)F)C3)c3ccccc3n2)cc1 (stereo not given),-6%,-7%,6µM*,.,.,1%,-4%,.,-1%,5%,.
O=C(NCC1CCCO1)c1ccc(NC(=O)C2CCCCC2C(=O)O)cc1 (stereo not given),4%,-1%,2%,-1%,-13%,-10%,1%,-10%,-1%,10%,-3%
CC(C)C(=O)OCCN=C1NS(=O)(=O)c2ccccc21,0%,0%,2%,4%,-1%,7%,4%,6%,0%,-3%,-12%
CCCCNC(=O)OCCNC(=O)Oc1cccc(C)c1,0%,2%,-2%,-1%,-5%,-6%,-5%,3%,-3%,-1%,-5%
COc1cc(C(=O)NCc2ccccc2)ccc1OC(F)F,-4%,-5%,-5%,-15%,25%,-15%,1%,-6%,6%,-13%,-3%
Cc1sc(NC(=O)c2ccco2)c(C(c2ccc(F)cc2)N2CCN(C)CC2)c1C (stereo not given),-4%,3%,-10%,5%,40%,-23%,-2%,-2%,-6%,-3%,1%
COC(=O)C1=C(O)/C(=C/c2ccc(OCC(=O)Nc3ccccc3)cc2)N=C1C,7%,-2%,-1%,-8%,2%,-4%,-3%,-5%,1%,2%,7%
CCOc1ccc(N2C(=O)Nc3ccccc3C2(O)C(=O)NCc2ccccc2)cc1 (stereo not given),0%,2%,-7%,12%,-1%,-22%,-3%,-3%,-2%,7%,5%
Cc1ccc(-n2c(COc3c(C)cccc3C)nnc2SCC(=O)Nc2nccs2)cc1,8%,-1%,1%,-5%,-35%,1%,3%,-5%,0%,-2%,-1%
CC(=O)NC(Nc1nc2c(s1)CCCC2)(C(F)(F)F)C(F)(F)F,0%,2%,0%,-4%,17%,-29%,3%,-6%[11.5 µM],-5%,-6%,-1%
CCOC(=O)c1c(C)n(C)c2ccc(OC(C)C(=O)OC)cc12 (stereo not given),0%,-5%,5%,10%,-15%,0%,5%,-5%,2%,-7%,8%
COc1ccc(C(CNC(=O)Nc2ccc(Cl)cc2)N2CCN(C)CC2)cc1 (stereo not given),-2%,-1%,-9%,-6%,0%,0%,1%,9%,-4%,-6%,-4%
CN(C)N(C(=O)c1cc(-c2cccs2)nn1-c1ccccc1)C1CCS(=O)(=O)C1 (stereo not given),-1%,0%,3%,.,.,8%,1%,.,0%,-6%,.
COc1ccc(C2=NN(C)C(=NCc3ccccc3)SC2)cc1,-1%,0%,?,5%,?,6%,.,2%,0%,1%,1%
Cc1cc(C(=O)NNC(=S)NCc2ccco2)nn1C,3%,11%,-1%,-9%,?,0%,14%,-2%,-2%,1%,16%
CCOC(=O)c1c(CNCCN(CC)CC)n(C)c2cc(Br)c(OC)cc12,15%,2%,1%,2%,-25%,-8%,3%,-8%,-1%,0%,-1%

# Next structures.
SMILES,ELG1 genotoxic,Rab9 promoter act,FLuc counter,Gal4-VP16 FLuc,RORg inh,BRCA1 expr act,uPA surface inh,MBNL1-CUG inh,NPC1 prom act,p53 reactivator,CXXC DNA block
COc1ccc(CNc2nc(-c3cccnc3)nn2C(=O)c2cccs2)cc1,2%,-3%,3%,-20%,?,0%,-10%,-4%,-2%,-2%,209%[activator]
Cc1nnc(SCC(=O)NNC(=O)CC#N)[nH]c1=O,1%,-6%,1%,-2%,-10%,0%,-4%,-10%,-1%,-2%,7%
O=C(CSc1ncnc2c1oc1ccccc12)OCc1ccccc1,-1%,-2%,?,-5%,-10%,-10%,.,-11%,2%,-5%,5%
O=C(O)CCCn1cc(NC(=O)COc2cccc(Cl)c2)cn1,0%,3%,4%,.,.,30%,-15%,3%,-2%,.,-4%
COc1ccc(CCNC(=O)COC(=O)CNS(=O)(=O)c2ccc(SC)c([N+](=O)[O-])c2)cc1,2%,11%,0%,.,.,-24%,9%,.,0%,-5%,.
COc1ccc(C[C@H]2CN3C(=NC[C@H]3Cc3ccccc3)N2CCNC(=O)c2ccc(C)c(Br)c2)cc1,-5%,-8%,2%,-22%,-38%,-20%,-23%,-8%,-4%,-14%,?
CCc1cc(=O)n2[nH]c(-c3ccccc3)c(-c3ccccc3)c2n1,-5%,0%,-2%,-21%,?,-95%[inhibitor],-5%,0%,-10%,2%,-5%
Cc1ccc(-n2nc(C)cc2NC(=O)CC#N)cc1,0%,13%,-1%,-5%,6%,4%,11%,-3%,-1%,0%,8%
COC(=O)COc1cccc(NC(=O)COc2ccccc2)c1,-1%,-3%,-15%,3%,?,-22%,1%,-7%,-3%,-1%,-5%
CN(c1ccc(OC(=O)CN2C(=O)NC3(CCCC3)C2=O)cc1)S(=O)(=O)c1ccccc1,-2%,2%,5%,.,.,2%,-17%,.,0%,-1%,.
O=C(Cc1ccccc1)NC1CCN(S(=O)(=O)c2ccc(C(=O)O)cc2)CC1,-4%,5%,12%,8%,-3%,10%,2%,-9%,-1%,8%,-3%
COc1ccc(S(=O)(=O)N2CCC(C(=O)N[C@@H](C)C(=O)NC3CCCC3)CC2)cc1,1%,-4%,2%,-3%,-11%,0%,-1%,0%,-3%,14%,-3%
Cc1cccc(N(CC(=O)NCc2ccco2)C(=O)CNS(=O)(=O)c2ccc(F)cc2)c1,-6%,-1%,2%,-4%,2%,0%,26%,4%,-4%,-2%,29%
COc1ccc(CNc2nc(SCC(=O)NCc3ccco3)nc3ccccc23)cc1,3%,-5%,4%,5%,?,-36%,5%,-6%,-4%,-4%,5%
CCN(CC)C(=O)c1ccc(C(=O)c2ccccc2)cc1,12%,6%,?,3%,0%,29%,13%,0%,8%,5%,-2%
CCN(CC)CCC(=O)NC(C)(C)Cc1ccc(O)cc1,2%,-7%,4%,-6%,-10%,2%,-3%,3%,0%,-10%,-2%
Nc1ccc(Cl)c(S(=O)(=O)Nc2cccc(Cl)c2)c1,-8%,-10%,-12%,4%,19%,-12%,0%,7%,-1%,1%,-3%
CC(OC(=O)c1ccc2c(=O)n3c(nc2c1)CCC3)C(=O)Nc1ccc(C(N)=O)cc1 (stereo not given),2%,-4%,-3%,.,.,6%,2%,.,-5%,-8%,.
O=C(NCc1cccnc1)c1ccc(COc2ccccc2Br)o1,-7%,-7%,?,?,39%,-30%,-6%,-1%,-1%,-10%,2%
Cc1cccc(-n2nc3c(c2NC(=O)CCC2CCCCC2)CS(=O)C3)c1C (stereo not given),0%,-1%,1%,-10%,32%,43%,-25%,-9%,2%,-3%,0%
O=C(NCC1CCCO1)c1ccc(N2CCCCC2)c([N+](=O)[O-])c1 (stereo not given),7%,24%,?,22%,21%,44%,-3%,?,19%,13%,-3%

# The list is partial; count on the stated rates, not on these rows.
